Bioassay records as filed in PubChem.
bCat nuc transl: modulators of beta-catenin nuclear translocation; hit rate 0.3% among 190,000; nuclear translocation activity, % at 5 µM; AID 1665; HeLa beta-catenin nuclear translocation, immunofluorescence imaging;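 active = nuclear translocation activity above 50% at 5 µM, with a well cell count of 50 or more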;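 note: per-cell ratio of nuclear to cytoplasmic median beta-catenin stain intensity; plate controls were DMSO negative control for no effect and GSK-3 inhibitor IX positive control for full effect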
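Read-out: Nuclear/cytoplasmic beta-catenin signal ratio, % activation | Assay system: Human HeLa cell line | Times: 24 h compound exposure at 37°C, 5% CO2 | Signal: Fluorescence imaging of beta-catenin antibody stain plus DAPI | Dosing: 5 µM primary, 0.02–20 µM confirmation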
Ins promoter up: MIN6 insulin promoter up-regulation; MIN6 insulin promoter-GFP reporter, high-content imaging; stronger effect = higher value; hit rate 0.3% among 190,000; z-score at 5 µM;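 active = z-score above 3 at 5 µM with at least 500 cells counted in the well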
Dynein transport: blocks dynein driven cargo transport along microtubules. hit rate 0.47% among 220,000. z-score, hits read low. 3617.4 mouse cells, GR-EGFP nuclear translocation imaging; test concentration mostly 20 µM; stimulated with dexamethasone, 1 µM; stronger effect = lower value;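 active = plate z-score of nuclear minus cytoplasmic receptor signal below a set negative limit, without overly bright fluorescence or cell loss, cut at about -3.5 in these data, passing the limit was not always enough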;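 note: z-score of nuclear minus cytoplasmic ring GR-EGFP intensity difference per well; some compounds called inactive have numbers as strong as hits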
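medium = tetracycline-free induction medium containing charcoal-stripped FBS | probe or stimulus = dexamethasone, 1.0 µM final | timing = 48 h induction, then 1 h compound, then 30 min agonist, 37 °C | detection = automated 10x imaging of fixed Hoechst-stained cells | read-out basis = nuclear versus cytoplasmic GR-EGFP signal, averaged per well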
Autophagy mod: modulators of autophagy. MEF GFP-LC3 puncta imaging; test concentration mostly 10 µM. calls only at 10 µM (by protocol). hit rate 0.98% among 190,000;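 active = percentage of spot-positive cells more than 3 SD above its plate mean, without a fluorescence outlier flag or 80% toxicity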;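 note: spot-positive cell cutoff set from DMSO-treated cells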
M17LAP inhibition: P. falciparum M17LAP inhibitors, primary screen, biochemical, fluorogenic H-Leu-NHMec substrate, 1536-well (AID 1619). recombinant M17LAP, H-Leu-NHMec fluorogenic kinetic assay; higher % means a stronger effect. inhibition, % at 30 µM, or IC50 in µM where a hit was titrated. hit rate 0.38% among 220,000;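 active = compound inhibiting the enzyme by more than half at any dose during confirmatory dose-response retesting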;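 note: plate controls were full reaction with DMSO carrier for no effect and no enzyme background for full effect; strong numbers were not always called active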
CSM14.1 death rescue: protection against thapsigargin-triggered cell killing – 384-well, CSM14.1, ATP luminescence, primary screen (AID 1222) | one-dose cellular ATP content (survival), % at 20 µM; EC50 in µM for titrated hits | CSM14.1 thapsigargin-induced death rescue, ATP luminescence; higher % means a stronger effect | 190,000 tested, under 10 active;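 active = EC50 below 50 µM in the dose-response confirmation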;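 note: death triggered by thapsigargin at about 15 µM added after 2 h compound pretreatment; cell ATP read after overnight thapsigargin exposure of roughly 18 to 22 hours; normalized against plate controls of thapsigargin alone and 5% DMSO vehicle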
P. falciparum M1AAP: P. falciparum M1AAP inhibitors, biochemical, fluorogenic H-Leu-NHMec substrate, 1536-well (AID 1445). recombinant M1AAP, H-Leu-NHMec fluorogenic kinetic assay; higher % means a stronger effect. one-dose inhibition, % at 30 µM; IC50 in µM for titrated hits. hit rate 0.42% among 220,000;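 active = primary inhibition above the hit cutoff, then over 50% inhibition at one or more dose response concentrations, cut at about 23% in these data, passing the limit was not always enough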;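 note: plate controls were DMSO full reaction for no effect and no enzyme background for full effect; strong numbers were not always called active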
K1F lysis inhibition: protection from phage-mediated lysis, alamar blue read-out – E. coli UTI89, K1F phage, bacterial capsule biogenesis inhibitors (AID 488966); inhibition, % at 100 µM, or IC50 in µM where a hit was titrated; hit rate 0.02% among 340,000; E. coli UTI89 K1F phage lysis, alamar blue, 2 h; higher % means a stronger effect;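 active = phage lysis inhibition, versus mean bacterial control, above a set limit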;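 note: capsule biogenesis inhibitors block K1F phage lysis so surviving cells raise fluorescence; higher fluorescence means more inhibition of phage lysis; actives were called in the ten point dose series up to 300 µM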
MT stabilizer: microtubule stabilizers in HeLa cells. % tubulin-high responders, % at 10 µM. hit rate 0.83% among 200,000. AID 2205. HeLa tubulin immunostaining HCS, 24 h; share of cells brighter than vehicle mean+2SD;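 active = plate Z-score above 3 for both tubulin-high and condensed-nucleus cell shares, with cell loss under 80%, at 10 µM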;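 note: anti alpha tubulin signal scored within the nucleus-defined area of each cell; some results filed as inactive read as strong as hits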
Dynein transport cytoplasmic EGFP: recorded beside Dynein transport, whose call it bears; z-score; measured here: cytoplasmic GR-EGFP intensity; stronger effect = higher value
Dynein transport nuclear GR-EGFP: recorded beside Dynein transport, whose call it bears; z-score; measured here: nuclear GR-EGFP intensity;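 lower value marks the stronger effect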
Dynein transport cell count: further read-out of Dynein transport, marked with its call; z-score; measured here: cell count per field
Ins promoter up cell count: further read-out of Ins promoter up, marked with its call; cell count; measured here: cytotoxicity, nuclei count;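 total cells summed across four imaged fields per well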
bCat nuc transl cell count 5 µM: further read-out of bCat nuc transl, marked with its call; cell count; measured here: cell count, cytotoxicity flag
MT stabilizer Hoechst-high %: also measured in MT stabilizer; calls as there; % Hoechst-high responders; measured here: nuclear condensation Hoechst responders;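 share of cells brighter than vehicle mean plus two SD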
MT stabilizer cytotoxicity %: also measured in MT stabilizer; calls as there; toxicity, %; measured here: cytotoxicity by cell density;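 0% = mean cell density of plate MIN control wells and 100% = no cells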
Autophagy mod cell loss 18 h: recorded beside Autophagy mod, whose call it bears; toxicity, %; measured here: cell loss, nuclei count;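 cell loss after 18 h compound exposure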
* hit, by the source's call; i = inactive; / = not tested or not shown; [ ] = remark or other dose.

SMILES	bCat nuc transl	bCat nuc transl cell count 5 µM	Ins promoter up	Ins promoter up cell count	Dynein transport	Dynein transport cytoplasmic EGFP	Dynein transport nuclear GR-EGFP	Dynein transport cell count	Autophagy mod	Autophagy mod cell loss 18 h	M17LAP inhibition	CSM14.1 death rescue	P. falciparum M1AAP	K1F lysis inhibition	MT stabilizer	MT stabilizer Hoechst-high %	MT stabilizer cytotoxicity %
c1ccc(-c2csc(-c3ccc(-c4csnn4)cc3)n2)cc1	-0.1	1322	0.52	1000	3.6	0.082	1.5	-1.7	/	/	-5%	/	1%	-0.4%	/	/	/
O=C1COc2ccc(C(=O)COC(=O)c3sc4ccccc4c3Cl)cc2N1	-1.8	941	0.26	1372	-0.5	-0.18	-0.49	0.77	i	5	8%	-1.8%	-2%	0.3%	2.5	2.0	3.9
Nc1ccccc1Nc1cccc(C(F)(F)F)c1	1.5	1085	-3.6	875	-1.6	-0.014	-0.31	-0.31	i	18	-7%	/	-1%	0.1%	2.1	11	3.7
CC(CNS(=O)(=O)c1ccc(Br)cc1)CN(C)C (stereo unspecified)	0.2	1315	-0.05	981	0.38	-0.25	0.19	0.44	/	/	-9%	/	0%	0.1%	/	/	/
O=S(=O)(NCc1ccccc1)NCc1cccc(C(F)(F)F)c1	-0.4	1056	-0.17	1109	2.7	-0.3	1.3	-1.7	i	1	-1%	0.1%	8%	0.1%	5.2	3.6	6.9
Clc1ccc(-c2nnc(SCc3cn4ccsc4n3)n2CC2CCCO2)cc1 (stereo unspecified)	1.7	698	0.43	1085	-0.89	-0.2	-0.31	0.79	i	-5	6%	-0.6%	8%	-0.1%	2.0	1.8	9.8
COCCn1c(N)c(C(=O)NCC2CCCO2)c2nc3ccccc3nc21 (stereo unspecified)	17	1293	-0.26	1501	0.0052	-0.061	0.038	0.45	i	1	i	-1.1%	11%	1.7%	1.9	5.4	5.9
Cc1nc2ccccc2c(C)c1C(=O)c1ccccc1	-3.7	1109	0.39	1428	-0.84	-0.22	-0.63	0.45	i	5	0%	5.4%	1%	-2.3%	1.5	2.6	6.1
Cc1cc(C(=O)N(C2CCCCC2)C2CCCCC2)no1	-5.4	925	-1.4	1440	0.12	-0.2	0.23	0.1	i	-19	3%	-0.1%	-13%	-0.5%	2.1	2.3	9.3
CCc1c(C(C)S(=O)(=O)c2ccc(C)cc2)[nH]c(=O)n1-c1ccc(OC(F)(F)F)cc1 (stereo unspecified)	-8.8	1055	/	/	0.34	-0.26	0.25	0.18	i	0	9%	-2.4%	7%	2.1%	1.8	1.2	5.6
NNC(=O)c1ccc(CSc2nc3ccccc3s2)cc1	-1.2	1147	0.24	1582	2.1	0.084	1.5	-1.5	i	29	4%	-1.0%	1%	0.7%	4.0	1.5	9.0
COc1cc(-c2nc3n(n2)C(c2ccncc2)C(C(N)=O)=C(C)N3)cc(OC)c1OC (stereo unspecified)	0.0	1379	0.46	1572	0.3	-0.25	0.21	-0.84	i	14	-1%	-1.2%	0%	0.0%	2.9	1.1	3.0
Cc1cc(C(=O)CCC(=O)N2CCN(S(=O)(=O)c3cccs3)CC2)c(C)s1	/	/	0.35	1080	-0.1	-0.21	0.11	0.35	i	-9	0%	0.3%	-1%	-2.0%	2.9	3.0	4.8
COc1ccc(S(=O)(=O)N(C)C)cc1NC(=O)COC(=O)c1nc2nccc(C)n2n1	-1.0	1332	0.06	705	0.69	-0.76	0.18	-0.56	/	/	/	/	/	-0.2%	/	/	/
O=C1CC(c2ccccc2)CC2=C1C(c1ccccn1)Nc1ccccc1N2 (stereo unspecified)	-1.8	1147	0.21	914	1.1	-0.1	1	-0.88	i	-13	22%	-2.1%	10%	-0.6%[50 µM]	0.6	0.9	7.2
O=c1c2ccccc2n2c(-c3cccc(Cl)c3)nnc2n1Cc1ccccc1	-2.0	1068	-0.35	1391	-0.59	-0.22	-0.45	0.32	i	4	-4%	-1.7%	3%	3.5%	2.9	4.0	7.5
CC(C)On1c(SC(C)C)nc2ccccc2c1=O	-2.2	1323	0.6	1588	0.19	-0.21	-0.54	0.13	i	-2	-13%	-1.0%	2%	-0.3%	1.8	2.2	12
NC(=O)C1CCN(C(=O)COc2cccc3ccccc23)CC1	/	/	0.03	879	-0.64	-0.26	-0.18	1.1	i	-4	17%	-0.1%	10%	0.5%	2.3	1.4	5.3
COc1cc2c(cc1OC)-c1cc(N3CCCc4ccccc43)nc(=O)n1CC2	-2.8	1195	-1.8	1359	0.042	-0.014	0.34	-0.62	i	-9	23%	1.5%	11%	4.6%	4.4	4.0	10
CCCn1c(SCC(=O)NCc2ccccc2Cl)n[nH]c1=O	0.0	1138	0.8	1090	-0.15	-0.35	0.36	0.71	i	-5	3%	-0.7%	-3%	0.0%	4.2	1.4	8.0
CC(=O)N(C)N(C)c1cc(C)nc(N)n1	-1.5	1343	0.66	1101	-0.8	0.056	-0.024	0.9	/	/	13%	/	8%	0.6%	/	/	/
CC1CCc2nc(NCCO)nc(C(F)(F)F)c2C1 (stereo unspecified)	2.0	735	0.3	1239	1.6	-0.19	1.2	-1.3	i	2	8%	-1.4%	4%	2.5%	3.3	2.8	11
Fc1ccc(OCCCCN2CCOCC2)cc1	-1.7	554	/	/	-0.23	-0.2	-0.1	0.15	i	9	-11%	-1.2%	-5%	0.3%	1.0	1.5	2.9
Cc1ccc(-c2cc(C(=O)O)c3ccccc3n2)c(C)c1	-1.1	1218	-0.32	1316	-0.67	-0.28	-0.37	0.47	/	/	6%	/	4%	1.5%[50 µM]	/	/	/
C=CCN1C(=O)[C@]2(c3ccccc31)C1CCCC=C1C(C#N)=C(N)C2(C#N)C#N (stereo partly specified)	-0.7	1434	-0.04	1525	-0.38	-0.011	-0.81	-1.2	i	-3	-32%	-1.2%	5%	0.4%	1.9	1.9	5.4
COc1cc(/C=N/NC(=O)c2sc3ccccc3c2Cl)ccc1OC(=O)c1ccc([N+](=O)[O-])cc1	-0.2	1314	-0.42	928	-0.96	-0.83	-0.75	0.74	/	/	2%	/	4%	-0.1%	/	/	/
Cc1cccc(NC(=S)N(CCN(C)C)C(C)c2ccco2)c1 (stereo unspecified)	-0.6	1115	0.12	1462	-0.66	-0.26	-0.25	1.2	i	-15	-2%	0.1%	0%	2.3%	2.2	1.4	2.4
Cc1c(O)ccc(NS(=O)(=O)c2ccccc2)c1C	-2.8	1062	1.3	1637	-0.91	-0.3	0.13	0.46	i	-2	9%	2.2%	7%	0.0%	3.1	2.2	6.5
Cc1nc2ccccn2c1C(=O)NC1CCCCC1	-0.3	889	/	/	-0.19	-0.2	0.21	0.092	i	23	-5%	-0.7%	5%	0.7%	4.1	1.3	3.0
Cc1cc(NC(=O)COC(=O)COc2cccc3c2OC(C)(C)C3)no1	-5.6	915	0.23	1267	1.4	-0.2	0.74	-0.67	i	2	10%	-0.4%	7%	0.1%	3.3	2.0	3.9
O=C(CSCc1cnn(-c2ccccc2)c1-n1cccc1)NCc1ccccn1	-2.2	1061	0.41	1207	-0.26	-0.29	0.29	0.71	i	-7	2%	-1.0%	1%	1.8%	2.2	1.4	5.8
COC(=O)CN1C(=O)N/C(=C/c2ccc(OC)cc2)C1=O	-0.5	1126	-0.24	1302	-0.081	-0.25	0.097	-0.012	i	21	1%	-5.3%	17%	-0.2%	3.1	4.0	3.0
COc1cc2nc(-c3cccs3)oc(=O)c2cc1OC	/	/	/	/	0.044	-0.23	0.044	1	i	-5	/	/	/	0.1%	2.9	1.4	3.5
Cc1cc(NC(=O)CCC(=O)N(Cc2cccs2)C(C(=O)NC2CCCC2)c2ccncc2)no1 (stereo unspecified)	-5.5	1034	-1.5	828	-0.77	-0.25	0.0022	1.5	i	0	9%	1.9%	0%	1.7%	3.6	2.3	8.1
CCOc1ccc(NS(=O)(=O)c2cc(Cl)ccc2OC)cc1	-3.3	1138	0.75	1088	0.71	0.038	1.3	-1.6	i	0	1%	-3.7%	0%	1.9%	2.6	2.4	3.9
Cc1cccc(-n2ncc3c(NCc4ccccc4)ncnc32)c1	-1.1	1079	/	/	-0.043	-0.21	0.22	0.1	i	7	9%	/	-8%	0.2%	5.8	4.2	0.2
CC(Cl)C(=O)NN=C(c1ccccc1)c1ccccc1 (stereo unspecified)	0.8	1520	0.21	1463	-0.93	-0.21	-0.85	0.73	i	-11	34%	5.3%	7%	-0.2%	1.9	1.8	2.9
COC(=O)c1sc2nc(C)c([N+](=O)[O-])c(C)c2c1N	-2.2	876	/	/	-0.43	-0.29	-0.39	0.67	i	10	4%	-1.3%	16%	0.7%	5.4	2.9	2.1
COc1ccc(C2SCCN2S(=O)(=O)c2ccccc2)cc1 (stereo unspecified)	0.0	1087	-0.16	1442	-0.37	-0.21	-0.26	-0.044	i	3	11%	1.9%	3%	0.1%	3.1	1.6	11
